TDP43 rescue: TDP-43 toxicity inhibition in yeast; TDP-43 expressing yeast growth rescue, BacTiter-Glo, 24 h; Potency, µM (series often up to 46.1 µM), inactives show top-dose growth rescue (activation), actives largely listed as activators; 1.8% of 410,000 active; AID 652104; further: potency means the concentration at half of the fitted maximal effect; % of control where 0% means no effect; nearly all actives have a fitted effect of over 50% in size
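Cell-based yeast growth screen: TDP-43 expression induced in galactose, inoculum OD600=0.02 after raffinose pregrowth to mid-log. Read-out BacTiter-Glo luminescence at 24 hr, 30 deg C; inhibition of toxicity seen as signal increase.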
GLP1R inv ag: acts as inverse agonist at human GLP-1 receptor. P43220. HEK293 GLP-1R CRE-luciferase, luminescence, 24 h; GLP-1R form is constitutively active. Potency, µM (highest dose often 38.3 µM), for the others: at the top dose activity change, negative = inhibition, usual class: inhibitors. 1.6% of 410,000 active; further: potency means the concentration at half of the fitted maximal effect; on the % scale 0 is the no-effect control and ±100 the full control effect; nearly all actives have a fitted effect of over 55% in size
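Constitutively active GLP-1R drives a cAMP-responsive luciferase in stably transfected HEK293 cells; test compounds are added after overnight (12 h) attachment and left 24 hr, and signal loss in luminescence marks inhibition.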
PTHR1 agonist: activates the human parathyroid hormone receptor PTHR1. Potency, µM (highest dose often 115 µM), for inactives: at the top dose activation, hits mostly activators. 0.075% of 410,000 active. Q03431. AID 743266. HEK293 GP2 PTHR1 cells, GloSensor cAMP luminescence, 1 h; further: potency means the concentration at half of the fitted maximal effect; nearly all actives have a fitted effect of over 55% in size; some results filed as inactive show a strong effect at the top dose; inactives centre near -15; many of its hits are not listed in these tables
Target sequence (Q03431 whole entry, looked up): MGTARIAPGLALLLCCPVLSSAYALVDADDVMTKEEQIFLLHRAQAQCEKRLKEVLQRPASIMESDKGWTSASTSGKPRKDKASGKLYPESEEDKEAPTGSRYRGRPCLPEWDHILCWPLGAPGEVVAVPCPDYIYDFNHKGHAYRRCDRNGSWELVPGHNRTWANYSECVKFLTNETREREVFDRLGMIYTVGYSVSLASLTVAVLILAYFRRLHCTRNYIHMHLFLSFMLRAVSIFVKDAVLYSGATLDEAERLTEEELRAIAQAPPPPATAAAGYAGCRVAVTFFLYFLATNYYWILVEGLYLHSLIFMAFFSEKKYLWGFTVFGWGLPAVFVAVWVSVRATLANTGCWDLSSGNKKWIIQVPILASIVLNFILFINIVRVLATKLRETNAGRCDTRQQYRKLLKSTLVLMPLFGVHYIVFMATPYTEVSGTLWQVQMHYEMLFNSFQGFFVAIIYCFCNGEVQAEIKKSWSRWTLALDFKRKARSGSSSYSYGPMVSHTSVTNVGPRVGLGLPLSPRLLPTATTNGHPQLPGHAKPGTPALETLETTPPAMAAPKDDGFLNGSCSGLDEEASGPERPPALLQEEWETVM
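HEK-293-derived GP2 cells expressing PTHR1 and a GloSensor cAMP reporter, 3,000/well, plated overnight, given luciferin plus IBMX (each 0.5 mM as added) for 1 h at 37 °C, then compound for 1 h at 37 °C. Luminescence was read after 15 min at room temperature.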
GLP-1R agonist: agonists of human GLP-1 receptor | HEK293 GLP-1R CRE-luciferase, luminescence, 4-6 h; cells express a hypersensitive GLP-1R form | Potency, µM (top dose mostly 45.6 µM), for the others: at the top dose activation, most hits filed as activators | 0.007% of 380,000 active; further: potency means the concentration at half of the fitted maximal effect; % of control where 0% means no effect
Abeta rescue: A-beta toxicity reversal in yeast. yeast expressing A-beta42, growth rescue, OD600, 48 h; response scale: 0% DMSO, 100% iron-clioquinol control. Potency, µM (series often up to 46.1 µM), for inactives: top-dose growth rescue, usual class: activators. 0.063% of 410,000 active. AID 1347071; further: potency means the concentration at half of the fitted maximal effect; nearly all actives have a fitted effect of over 55% in size
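Yeast growth medium received pinned compounds, then yeast cells expressing toxic A-beta were added; plates incubated at 30 C for 48 hr. Growth read as absorbance at 600 nm, normalized to DMSO and equimolar FeCl3 plus clioquinol controls.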
FUS yeast rescue: FUS proteinopathy suppression in yeast; S. cerevisiae FUS-expressing, growth rescue, OD600, 24 h; Potency, µM (top dose mostly 76.6 µM), without a hit: at the top dose growth rescue (activation), actives largely listed as activators; 0.24% of 390,000 active; AID 1347120;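 further: potency means the concentration at half of the fitted maximal effect; plate controls were DMSO vehicle for no effect and reference control for full effect; nearly all actives have a fitted effect of over 55% in size; some results filed as inactive show a strong effect at the top dose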
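Absorbance at 600 nm, taken 24hr after compound addition, measured rescue of FUS-yeast growth at 30C. Induction used 2% galactose with seeding at OD 0.005. Controls: CP55940 from 92uM final, DMSO only.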
aSyn yeast inh: alpha-synuclein toxicity inhibition in yeast; Yeast expressing alpha-synuclein, growth rescue, BacTiter-Glo, 24 h; Potency, µM (series often up to 46.1 µM), inactives show at the highest dose growth rescue (activation), usual class: activators; 0.14% of 370,000 active; AID 652106; further: potency means the concentration at half of the fitted maximal effect; % of control where 0% means no effect; nearly all actives have a fitted effect of over 65% in size
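Readout is rescue of growth in alpha-synuclein-expressing yeast, so inhibitors of toxicity appear as activators. Growth after 24 hr at 30 deg C in galactose medium is quantified by luminescence.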
Akt phos inh: Akt phosphorylation inhibition; 0.32% of 360,000 active; Neuro2A IGF-stimulated pAkt S473 HTRF, 20 min; stronger effect = lower value; activity change, % for hits at 50 µM; in the data active means activity change below about -80%; inconclusive means mostly about -51% to -80%; further: on the % scale 0 is the no-effect control and ±100 the full control effect
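Single-point screen (50 µM final compound) in Neuro2A cells stimulated 20 min with 6 nM IGF at 37 deg C. After lysis, Ser473-phosphorylated Akt read by HTRF (ex 330 nm, em 615/665 nm) as the 665/615 ratio.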
DRD3 antagonist: antagonists of human D3 dopamine receptor; P35462; D3R cells, DiscoveRx beta-arrestin luminescence, antagonist mode; stronger effect = lower value; max response, negative = inhibition, %; 2.5% of 360,000 active; AID 652054; in the data active means max response below about -50%; inconclusive means no clear call, values can overlap the other calls; further: on the % scale 0 is the no-effect control and ±100 the full control effect; mostly tested at two doses, the higher about 12 µM
Target sequence (P35462 whole entry, looked up): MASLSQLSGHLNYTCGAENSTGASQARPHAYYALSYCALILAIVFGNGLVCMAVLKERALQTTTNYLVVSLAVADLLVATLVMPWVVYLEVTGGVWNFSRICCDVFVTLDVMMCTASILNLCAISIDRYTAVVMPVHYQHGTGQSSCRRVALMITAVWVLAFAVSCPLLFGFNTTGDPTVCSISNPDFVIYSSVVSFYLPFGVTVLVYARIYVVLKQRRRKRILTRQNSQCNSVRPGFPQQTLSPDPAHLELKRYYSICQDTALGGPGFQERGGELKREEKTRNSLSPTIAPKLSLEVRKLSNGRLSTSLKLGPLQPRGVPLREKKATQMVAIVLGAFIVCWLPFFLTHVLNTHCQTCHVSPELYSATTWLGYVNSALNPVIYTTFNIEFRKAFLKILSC
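Cells expressing the human receptor were seeded at 1500 cells/well, incubated overnight at 37 degrees C in 5% CO2, then exposed to library compounds with dopamine controls for 90 minutes at 37 degrees C before luminescent detection.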
* marks the source's active call; other numbers are inactive results; & = joins results of further samples; [ ] = dose if it differs, or a comment. Unless noted, the call rests on the fitted dose curve; in most records, active means well fitted curve in the direction sought with a large enough effect; inconclusive means small, poorly fitted or top-dose-only effect, or another doubt; inactive means no such curve, though single readings can be large; an effect the other way counts as inactive or inconclusive. Some of the compounds tested, so the mix of outcomes need not match the whole.

Screening COc1cccc(Cn2c(=O)n(-c3cccc(Cl)c3C)c(=O)c3c4c(sc32)CN(C(C)=O)CC4)c1 returned TDP43 rescue 26%, GLP1R inv ag 12%, PTHR1 agonist -8%, Abeta rescue 3% and FUS yeast rescue inconclusive.
For COc1ccc2[nH]c(C(=O)NCCN3CCCCC3)cc2c1 the results were TDP43 rescue 0%, GLP1R inv ag -30%, PTHR1 agonist -4%, GLP-1R agonist -1%, Abeta rescue -9%, FUS yeast rescue 25%, aSyn yeast inh 3%, Akt phos inh inactive and DRD3 antagonist -25.
Screening O=C(NCC1CCCO1)c1cnn2c1NC(c1ccccc1)CC2C(F)(F)F (configuration not stated) returned TDP43 rescue -4%, GLP1R inv ag 1%, PTHR1 agonist inactive, GLP-1R agonist 19%, Abeta rescue -20%, FUS yeast rescue 19%, aSyn yeast inh 0%, Akt phos inh inactive and DRD3 antagonist 11.
`Cc1ccc2cc(C#N)c(SCC(=O)NNC(=O)Cc3ccccc3)nc2c1` gave TDP43 rescue -16%, GLP1R inv ag 8%, PTHR1 agonist inactive, GLP-1R agonist 14%, Abeta rescue -5%, FUS yeast rescue 5%, aSyn yeast inh -2%, Akt phos inh inactive and DRD3 antagonist 8.
Screening COC(=O)c1ccccc1NC(=O)c1sc(N)nc1C returned TDP43 rescue 12%, GLP1R inv ag 113%[activator], PTHR1 agonist -3%, GLP-1R agonist 17%, Abeta rescue -2%[9.22 µM], FUS yeast rescue -37%, aSyn yeast inh -4%, Akt phos inh inactive and DRD3 antagonist 49.
For Cc1ccc(C)c(C(=O)Nc2c(C(N)=O)oc3ccccc23)c1 the results were TDP43 rescue inconclusive, GLP1R inv ag -23%, PTHR1 agonist -2%, GLP-1R agonist 9%, Abeta rescue 1%, FUS yeast rescue -8%, aSyn yeast inh 7%, Akt phos inh inactive and DRD3 antagonist 2.
For O=C(NCCN1CCOCC1)c1c(O)nc2sccn2c1=O the results were TDP43 rescue -7%, GLP1R inv ag 16%, PTHR1 agonist -7%, GLP-1R agonist 1%, Abeta rescue 3%, FUS yeast rescue 19%, aSyn yeast inh 10%, Akt phos inh inactive and DRD3 antagonist -15.
Screening OC1(c2ccc(F)cc2)CCN(Cc2nnnn2Cc2cccs2)CC1 returned TDP43 rescue -20%, GLP1R inv ag 0%, PTHR1 agonist inactive, GLP-1R agonist 0%, Abeta rescue -19%, FUS yeast rescue 24%, aSyn yeast inh -4% and DRD3 antagonist -86*.
`COc1ccc(OC)c(CCNC(=O)CN2C(=O)COc3ccc(S(=O)(=O)N4CCCCCC4)cc32)c1` gave TDP43 rescue 5%, GLP1R inv ag inconclusive, PTHR1 agonist -15%, GLP-1R agonist -1%, Abeta rescue -7%, FUS yeast rescue 33% and aSyn yeast inh -1%.
For Cc1nn(CC(=O)NCCCN2CCN(Cc3ccccc3)CC2)c(=O)c2cc(-c3ccccc3)nn12 the results were TDP43 rescue 0%, GLP1R inv ag -1%, PTHR1 agonist -6%, GLP-1R agonist -4%, Abeta rescue -4%, FUS yeast rescue -15%, aSyn yeast inh -1% and DRD3 antagonist -66*.
For COc1ccc(NC(=O)N2Cc3ccccc3CC2C(=O)NC(C)(C)C)cc1 (configuration not stated) the results were TDP43 rescue 9%, GLP1R inv ag -7%, PTHR1 agonist inactive, GLP-1R agonist 3%, Abeta rescue 6%, FUS yeast rescue 11%, aSyn yeast inh 0%, Akt phos inh inactive and DRD3 antagonist 14.
Screening Cc1nnc2ccc(Oc3ccc(-c4ccccc4)cc3)nn12 returned TDP43 rescue inconclusive, GLP1R inv ag -6%, PTHR1 agonist -37%[inhibitor], GLP-1R agonist 15%, Abeta rescue 10%, FUS yeast rescue 32%, aSyn yeast inh 18%, Akt phos inh inactive and DRD3 antagonist 40.
`O=C(NCc1ccco1)c1cccc(-c2ccc3nncn3c2)c1` gave TDP43 rescue -16%, GLP1R inv ag 18%, PTHR1 agonist -9%, GLP-1R agonist -5%, Abeta rescue -9%, FUS yeast rescue -16%, aSyn yeast inh 2%, Akt phos inh inactive and DRD3 antagonist -9.
C=CCNc1nc(N)c([N+](=O)[O-])c(NC2CCCCC2)n1 was read as TDP43 rescue 7.1µM*, GLP1R inv ag 21%, PTHR1 agonist 19%, GLP-1R agonist 20%, Abeta rescue 14%, FUS yeast rescue -3%, aSyn yeast inh -2%, Akt phos inh inactive and DRD3 antagonist 4.
Screening COC(=O)c1ccc(OC)c(CN2C(=O)N(c3ccc(C(C)=O)cc3)S(=O)(=O)c3ccccc32)c1 returned TDP43 rescue 9%, GLP1R inv ag 2%, PTHR1 agonist -24%, GLP-1R agonist 2%, Abeta rescue -8% and FUS yeast rescue 13%.
For CC(=O)C[C@H](O)CC(=O)[C@@H]1OC(=O)CCCCCCc2ccccc21 the results were TDP43 rescue 21%, GLP1R inv ag 8%, PTHR1 agonist -12%, GLP-1R agonist 1%, Abeta rescue 32%, FUS yeast rescue -14%, aSyn yeast inh 0%, Akt phos inh inactive and DRD3 antagonist -7.
Screening O=C(NCC1(N2CCCCC2)CCCCC1)c1ccc(NS(=O)(=O)c2ccc(F)cc2)cc1 returned TDP43 rescue inconclusive, GLP1R inv ag inconclusive, PTHR1 agonist inactive, GLP-1R agonist 0%, Abeta rescue 0%, FUS yeast rescue -5%, aSyn yeast inh 6%, Akt phos inh inactive and DRD3 antagonist -8.
For O=C1NC(c2ccccc2)=C(c2nc3ccccc3s2)C(c2ccc(F)cc2)N1 (configuration not stated) the results were TDP43 rescue -8%, GLP1R inv ag inconclusive, PTHR1 agonist inactive, GLP-1R agonist -4%, Abeta rescue 2%, FUS yeast rescue 19%, aSyn yeast inh -13%, Akt phos inh inactive and DRD3 antagonist -56*.
Screening O=C(Nc1cccnc1)c1cc2nc(C3CC3)cc(C(F)(F)F)n2n1 returned TDP43 rescue 0%, GLP1R inv ag 10%, PTHR1 agonist -17%[57.5 µM], GLP-1R agonist inconclusive, Abeta rescue 0%, FUS yeast rescue 8%, aSyn yeast inh 1%, Akt phos inh inactive and DRD3 antagonist -22.
Screening COc1cccc(-c2nnc3sc(C4CCCCC4)nn23)c1 returned TDP43 rescue inconclusive, GLP1R inv ag -10%, PTHR1 agonist inconclusive, GLP-1R agonist -24%, Abeta rescue -22%, FUS yeast rescue 53%, aSyn yeast inh -4%, Akt phos inh inactive and DRD3 antagonist 4.
Screening O=C(c1cccc2ccccc12)N1CCCCC1 returned TDP43 rescue 6%, GLP1R inv ag -27%, PTHR1 agonist inactive, GLP-1R agonist -4%, Abeta rescue 3%, FUS yeast rescue -1%, aSyn yeast inh 1%, Akt phos inh inactive and DRD3 antagonist -3.
CCC(C(=O)N1CCN(Cc2ccc3c(c2)OCO3)CC1)n1c(=O)[nH]c2ccccc2c1=O (configuration not stated) was read as TDP43 rescue -13%, GLP1R inv ag -27%, PTHR1 agonist -12%, GLP-1R agonist 3%, Abeta rescue 2%, FUS yeast rescue 7%, aSyn yeast inh 4%, Akt phos inh inactive and DRD3 antagonist 2.
Screening Cc1cccc(NC(=O)c2cn(-c3ccccc3)nc2-c2ccccc2)c1C returned TDP43 rescue 19%, GLP1R inv ag 4.5µM*, PTHR1 agonist -6%, Abeta rescue -5% and FUS yeast rescue inconclusive.
Screening O=S(=O)(Nc1cccc(-c2ccc(N3CCCC3)nn2)c1)c1ccc(F)c(C(F)(F)F)c1 returned TDP43 rescue 3%, GLP1R inv ag 0%, PTHR1 agonist -3%, Abeta rescue -4% and FUS yeast rescue 39%.
Screening Cc1cc(C)c2c(c1)NC(C(=O)O)C1CC=CC21 (configuration not stated) returned TDP43 rescue -15%[1.82 µM], GLP1R inv ag -4%, PTHR1 agonist -11%, GLP-1R agonist 6%, Abeta rescue -1%, FUS yeast rescue inconclusive, aSyn yeast inh -9%&-6%, Akt phos inh inactive and DRD3 antagonist -10.
`COc1cccc(N2CCN(S(=O)(=O)c3ccc(-c4cnc(C5CC5)o4)cc3)CC2)c1` gave TDP43 rescue 0%&5%, GLP1R inv ag 51%&-3%[activator], PTHR1 agonist 18%, GLP-1R agonist 1%, Abeta rescue 10%&-14%, FUS yeast rescue 21%&-1%, aSyn yeast inh -9%, Akt phos inh inactive and DRD3 antagonist -23.
For CCCCCOc1ccc(/C=c2\sc3nc(=O)c(-c4ccccc4)nn3c2=O)cc1OC the results were TDP43 rescue -6%, GLP1R inv ag 7%, PTHR1 agonist inactive, GLP-1R agonist 0%, Abeta rescue -7%, aSyn yeast inh 0%, Akt phos inh inactive and DRD3 antagonist 15.
For COc1cccc(C(=O)NCCSCc2ccccc2Cl)c1 the results were TDP43 rescue inconclusive, GLP1R inv ag inconclusive, PTHR1 agonist -38%[inhibitor], GLP-1R agonist -3%, Abeta rescue -19%, FUS yeast rescue inconclusive, aSyn yeast inh 0%, Akt phos inh inactive and DRD3 antagonist -3.
`COc1ccc2[nH]c(C)c(CCNc3ccc(C(F)(F)F)cc3[N+](=O)[O-])c2c1` gave TDP43 rescue inconclusive, GLP1R inv ag inconclusive, PTHR1 agonist -18%, GLP-1R agonist 11%, Abeta rescue 14%, FUS yeast rescue 39%, aSyn yeast inh -3%, Akt phos inh inactive and DRD3 antagonist 0.
`Cc1cccc(NC(=O)C2CCN(C(=O)NCc3ccccc3)CC2)c1C` gave TDP43 rescue -10%, GLP1R inv ag -25%, PTHR1 agonist inactive, GLP-1R agonist 7%, Abeta rescue -2%, FUS yeast rescue 15%, aSyn yeast inh 0%, Akt phos inh inactive and DRD3 antagonist -9.

Bioassay records (PubChem)
